PLK1 PBD inh – inhibitors of human PLK1 polo-box domain binding; P53350; Plk1 PBD binding of FITC phosphopeptide, fluorescence polarization; Potency, µM, for the others: max response, negative = inhibition, usual class: inhibitors; actives 2.8% (n = 360,000); AID 720504; note: potency is the fitted concentration of half-maximal effect; series mostly up to about 57 µM; % is set by controls: 0 for no effect and ±100 for the full control effect; nearly all actives have a fitted effect of over 65% in size
Target sequence (P53350 whole entry, looked up, the tested form may be a part): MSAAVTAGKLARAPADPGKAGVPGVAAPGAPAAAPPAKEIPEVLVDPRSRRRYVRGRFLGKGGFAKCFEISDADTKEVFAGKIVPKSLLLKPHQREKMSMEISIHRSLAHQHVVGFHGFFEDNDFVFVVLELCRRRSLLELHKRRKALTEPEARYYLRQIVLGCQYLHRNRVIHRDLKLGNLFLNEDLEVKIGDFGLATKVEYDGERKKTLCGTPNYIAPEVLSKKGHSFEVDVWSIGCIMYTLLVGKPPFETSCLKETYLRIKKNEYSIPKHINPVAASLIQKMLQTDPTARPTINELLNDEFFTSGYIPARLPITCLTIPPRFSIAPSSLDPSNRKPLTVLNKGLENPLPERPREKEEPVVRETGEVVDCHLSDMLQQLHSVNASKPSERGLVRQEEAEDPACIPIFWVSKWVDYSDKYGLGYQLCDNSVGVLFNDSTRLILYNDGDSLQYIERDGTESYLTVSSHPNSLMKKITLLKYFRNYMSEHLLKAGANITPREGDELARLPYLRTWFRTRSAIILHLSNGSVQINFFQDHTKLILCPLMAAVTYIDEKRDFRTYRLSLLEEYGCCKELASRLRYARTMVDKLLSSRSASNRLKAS
HEK293 tox – cytotoxicity counter-screen for GLP-1 receptor inverse agonists. HEK293 cAMP-luciferase reporter cells, luminescence, 24 h. Potency, µM (highest dose often 38.3 µM), without a hit: top-dose activity change, negative = inhibition, usual class: inhibitors. actives 0.13% (n = 410,000);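 note: loss of luciferase light is scored as toxicity; potency is the fitted concentration of half-maximal effect; % is set by controls: 0 for no effect and ±100 for the full control effect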
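Step one: seed cells (200 cells/uL, DMEM with 10% Nu serum, 1% pen-strep). Step two: 12-hour incubation at 37 deg C. Step three: pin 23 nL compound, incubate 24 hr. Step four: add luciferase reagent, read luminescence 12 min later.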
EPAC1 ag – agonists of human EPAC1; O95398; EPAC1 agonist qHTS, biochemical assay; response scale: 100% = response to 6.5 mM cAMP; Potency, µM (highest dose often 154 µM), for inactives: at the top dose activation, hits mostly activators; actives 0.073% (n = 360,000); AID 720707; note: potency is the fitted concentration of half-maximal effect; nearly all actives have a fitted effect of over 60% in size
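EPAC1 100 nM, Rap1B–BODIPY-GDP 250 nM, unlabeled GDP 50 uM; compound titration; 5 min RT; kinetic read ex480/em540 at 5-min intervals ×30 min; data normalized to 6.5 mM cAMP agonist control.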
EPAC1 antagonist – EPAC1 (human) antagonism | Potency, µM (highest dose often 115 µM), without a hit: at the highest dose activity change, negative = inhibition, hits mostly inhibitors | actives 0.14% (n = 360,000) | O95398 | EPAC1 GEF assay, Rap1b-BODIPY-GDP exchange fluorescence;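 note: potency is the fitted concentration of half-maximal effect; plate controls were vehicle for no effect and positive control for full effect; nearly all actives have a fitted effect of over 50% in size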
IL2 activator – activators of IL-2. activation, % (series mostly up to about 46 µM). AID 652025. actives 0.065% (n = 360,000). IL-2 activation reporter assay, cell-based qHTS; stimulated with anti-CD3/CD4/CD28 beads; in transgenic mouse T cells; in the data active = activation above about 50%; inconclusive = mostly about 30% to 49%; note: 0% is about no effect
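Using fluorescent plate cytometry, EGFP and DsRed are detected in transgenic mouse T cells stimulated 18 h at 37 degrees C with antibody-coated beads after 60 min compound pretreatment.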
PTHR1 ag – agonists of human PTHR1 parathyroid hormone receptor | Q03431 | HEK293 GP2 PTHR1 cells, GloSensor cAMP luminescence, 1 h | Potency, µM (top dose mostly 115 µM), inactives show at the highest dose activation, hits mostly activators | actives 0.075% (n = 410,000) | AID 743266; note: potency is the fitted concentration of half-maximal effect; nearly all actives have a fitted effect of over 55% in size; some results filed as inactive show a strong effect at the top dose; inactives centre near -15; many of its hits are not listed in these tables
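HEK-293-derived GP2 cells expressing PTHR1 and a GloSensor cAMP reporter, 3,000/well, plated overnight, given luciferin plus IBMX (each 0.5 mM as added) for 1 h at 37 °C, then compound for 1 h at 37 °C. Luminescence was read after 15 min at room temperature.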
GLP1R inv ag – GLP-1 receptor (human) inverse agonism; actives 1.6% (n = 410,000); Potency, µM (top dose mostly 38.3 µM), for inactives: top-dose activity change, negative = inhibition, most hits filed as inhibitors; P43220; AID 624417; HEK293 GLP-1R CRE-luciferase, luminescence, 24 h; GLP-1R form is constitutively active; note: potency is the fitted concentration of half-maximal effect; % is set by controls: 0 for no effect and ±100 for the full control effect; nearly all actives have a fitted effect of over 55% in size
Target sequence (P43220 whole entry, looked up): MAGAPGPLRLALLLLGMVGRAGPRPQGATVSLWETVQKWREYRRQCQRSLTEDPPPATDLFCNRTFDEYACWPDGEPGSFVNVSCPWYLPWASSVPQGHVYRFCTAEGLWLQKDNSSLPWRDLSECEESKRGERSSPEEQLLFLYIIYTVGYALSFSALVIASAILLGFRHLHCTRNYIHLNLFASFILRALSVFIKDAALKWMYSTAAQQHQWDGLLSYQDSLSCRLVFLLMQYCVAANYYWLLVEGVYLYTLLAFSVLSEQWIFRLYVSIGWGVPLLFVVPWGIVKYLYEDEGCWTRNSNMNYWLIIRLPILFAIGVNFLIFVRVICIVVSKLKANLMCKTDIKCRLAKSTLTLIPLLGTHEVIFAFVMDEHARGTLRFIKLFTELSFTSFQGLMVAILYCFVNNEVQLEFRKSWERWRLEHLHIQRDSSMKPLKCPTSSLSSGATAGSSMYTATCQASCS
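HEK293 cells stably co-expressing constitutively active GLP-1R and a cAMP-responsive luciferase reporter were seeded in DMEM with 10% Nu serum, given compounds after 12 h, and incubated 24 h at 37 deg C. Luminescence was then read.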
PI5P4K alpha inh – inhibitors of human PI5P4K alpha; actives 1.2% (n = 330,000); P48426; PI5P4Kalpha enzyme, ADP-Glo luminescence, 60 min; hits give low values; max response, %; AID 652105; active = max response of -50% or lower; inconclusive = between -30% and -50%; inactive = -30% or higher; note: value at the top dose of about 77 µM; % is set by controls: 0 for no effect and ±100 for the full control effect
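Luminescence from ADP-Glo served as readout of PI5P4Kalpha activity in a qHTS format. Reaction: enzyme, substrate, compound, ATP at 5 microM final, 60 min at RT.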
GLP-1R agonist – GLP-1 receptor (human) agonism; HEK293 GLP-1R CRE-luciferase, luminescence, 4-6 h; cells express a hypersensitive GLP-1R form; P43220; actives 0.007% (n = 380,000); Potency, µM (highest dose often 45.6 µM), inactives show at the top dose activation, hits mostly activators; note: potency is the fitted concentration of half-maximal effect; % of control where 0% means no effect
An asterisk follows results filed as active; [ ] = remark or other dose. Unless noted, calls come from the whole dose curve; as a rule, active = well fitted curve in the direction sought with a large enough effect; inconclusive = small, poorly fitted or top-dose-only effect, or another doubt; inactive = no such curve, though single readings can be large; an effect the other way counts as inactive or inconclusive. A portion of the library; rates above refer to the full screens.

O=C1c2ccccc2C(Nc2ccc3c(c2)OCCO3)N1Cc1ccccc1 (stereo not drawn) was read as PLK1 PBD inh -5%, HEK293 tox 4%, EPAC1 ag 3%, EPAC1 antagonist -18%, IL2 activator -4.2, PTHR1 ag -60%[inhibitor], GLP1R inv ag -12%, PI5P4K alpha inh -6 and GLP-1R agonist 9%.
Screening O=C(NCC1CCCO1)C1CCN(S(=O)(=O)c2ccccc2)CC1 (stereo not drawn) returned PLK1 PBD inh 2%, HEK293 tox 5%, EPAC1 ag -10%, EPAC1 antagonist -12%, IL2 activator -1.3, PTHR1 ag -59%[inhibitor], GLP1R inv ag 28%, PI5P4K alpha inh 7 and GLP-1R agonist 0%.
For Cn1ccnc1C(O)(c1ccccc1)c1ccccc1 the results were PLK1 PBD inh -11%, HEK293 tox 15%, EPAC1 ag 8%, EPAC1 antagonist 6%, IL2 activator -2.9, PTHR1 ag -19%, GLP1R inv ag 12%, PI5P4K alpha inh -2 and GLP-1R agonist 5%.
Screening O=C(NCN1C(=O)C2C3C=CC(C3)C2C1=O)Nc1ccccn1 (stereo not drawn) returned PLK1 PBD inh -5%, HEK293 tox -1%, EPAC1 ag 5%, EPAC1 antagonist 11%, IL2 activator 2.1, PTHR1 ag -4%[57.5 µM], GLP1R inv ag -2%, PI5P4K alpha inh 1 and GLP-1R agonist -13%.
`COc1cc(N2CCCC2)ccc1C=O` gave PLK1 PBD inh 6%, HEK293 tox -1%, EPAC1 ag 16%, EPAC1 antagonist 10%, IL2 activator -0.1, PTHR1 ag inactive, GLP1R inv ag 24%, PI5P4K alpha inh 0 and GLP-1R agonist 10%.
Screening Cc1ccccc1N1C(=O)C2CCCN2C1=S (stereo not drawn) returned PLK1 PBD inh inconclusive, HEK293 tox 6%, EPAC1 ag -9%, EPAC1 antagonist 13%, IL2 activator -0.2, PTHR1 ag -2%, GLP1R inv ag -8%, PI5P4K alpha inh 0 and GLP-1R agonist -1%.
`COc1ccc(-n2nc3c(c2NC(=O)COc2ccccc2OC)CS(=O)(=O)C3)cc1` gave PLK1 PBD inh -1%, HEK293 tox 10%, EPAC1 ag -9%, EPAC1 antagonist 6%, IL2 activator -2.4, PTHR1 ag -18%, GLP1R inv ag 9%, PI5P4K alpha inh 4 and GLP-1R agonist -4%.
Screening CCCn1c(N)nc2ccccc21 returned PLK1 PBD inh -1%, HEK293 tox -8%, EPAC1 ag -4%, EPAC1 antagonist 13%, IL2 activator -4.0, PTHR1 ag inactive, GLP1R inv ag 2%, PI5P4K alpha inh -6 and GLP-1R agonist -15%.
CCC(=O)c1ccc(N2CCN(C(=O)c3ccc(F)cc3)CC2)c(F)c1 was read as PLK1 PBD inh 2%, HEK293 tox -4%, EPAC1 ag 4%, EPAC1 antagonist 3%, IL2 activator -1.1, PTHR1 ag -14%, GLP1R inv ag inconclusive, PI5P4K alpha inh -3 and GLP-1R agonist -1%.
Screening O=C(CN1C(=O)NC2(CCCC2)C1=O)N1CCN(S(=O)(=O)c2ccc(Cl)cc2)CC1 returned PLK1 PBD inh 5%, HEK293 tox -21%, EPAC1 ag 7%, EPAC1 antagonist 7%, IL2 activator -1.9, PTHR1 ag -6%, GLP1R inv ag -5%, PI5P4K alpha inh 1 and GLP-1R agonist 4%.
For CCCCC1CC2=C(C(=O)OC(C)(C)O2)C(c2ccc3ccccc3c2)O1 (stereo not drawn) the results were PLK1 PBD inh 1%, HEK293 tox -10%, EPAC1 ag -5%, EPAC1 antagonist -10%, IL2 activator 0.0, PTHR1 ag inactive, GLP1R inv ag inconclusive, PI5P4K alpha inh 22 and GLP-1R agonist -1%.
Screening Cc1ccccc1OCCC(=O)OCC(=O)NCCc1ccccc1 returned PLK1 PBD inh -3%, HEK293 tox 16%, EPAC1 ag -8%, EPAC1 antagonist -27%, IL2 activator -3.0, PTHR1 ag inactive, GLP1R inv ag 5%, PI5P4K alpha inh -2 and GLP-1R agonist 13%.
`Cc1cc(C)c(S(=O)(=O)Nc2ccccc2)c(C)c1` gave PLK1 PBD inh -4%, HEK293 tox 10%, EPAC1 ag 3%, EPAC1 antagonist 2%, IL2 activator -6.0, PTHR1 ag inactive, GLP1R inv ag inconclusive, PI5P4K alpha inh 13 and GLP-1R agonist 0%.
Screening Cc1n[nH]c(=O)nc1Nc1ccc(O)cc1 returned PLK1 PBD inh -12%, HEK293 tox 0%, EPAC1 ag 8%, EPAC1 antagonist -8%, IL2 activator -1.1, PTHR1 ag -18%[57.5 µM], GLP1R inv ag 0% and GLP-1R agonist -10%.
Screening O=C(O)c1ccc(N/C(=N\S(=O)(=O)c2ccc(Cl)cc2)c2ccccc2)cc1 returned PLK1 PBD inh -10%, HEK293 tox -2%, EPAC1 ag 2%, EPAC1 antagonist -4%, IL2 activator -3.2, PTHR1 ag inconclusive, GLP1R inv ag -21%, PI5P4K alpha inh 1 and GLP-1R agonist 4%.
`O=C(COC(=O)CSc1nnc(-c2ccc(Cl)cc2)o1)NCc1ccc2c(c1)OCO2` gave PLK1 PBD inh -4%, HEK293 tox -10%, EPAC1 ag 8%, EPAC1 antagonist 10%, IL2 activator -0.3, PTHR1 ag inactive, GLP1R inv ag 0%, PI5P4K alpha inh -10 and GLP-1R agonist -3%.
For CCOC(=O)CCc1c(C)c2ccc(O)cc2oc1=O the results were PLK1 PBD inh -13%, HEK293 tox 112%[activator], EPAC1 ag 3%, EPAC1 antagonist 2%, IL2 activator 3.7, PTHR1 ag -4%, GLP1R inv ag 31%[activator], PI5P4K alpha inh -1 and GLP-1R agonist 5%.
For CCn1cc(C(=O)N2CCN(c3ccccn3)CC2)c(=O)c2cc(S(=O)(=O)N(C)C3CCCCC3)ccc21 the results were PLK1 PBD inh -4%, HEK293 tox -19%, EPAC1 ag 2%, EPAC1 antagonist -13%, IL2 activator -0.2, PTHR1 ag -15%, GLP1R inv ag inconclusive, PI5P4K alpha inh -2 and GLP-1R agonist 2%.
CCOC(=O)C(NCc1ccc(OC)cc1)(NC(C)=O)C(F)(F)F (stereo not drawn) was read as PLK1 PBD inh -2%, HEK293 tox -14%, EPAC1 ag -1%, EPAC1 antagonist 6%, IL2 activator -1.1, PTHR1 ag inactive, GLP1R inv ag 2%, PI5P4K alpha inh 1 and GLP-1R agonist -2%.
Brc1cccc2sc(N3CCN(c4ccccc4)CC3)nc12 was read as PLK1 PBD inh -28%, HEK293 tox 23%, EPAC1 ag 10%, EPAC1 antagonist 9%, IL2 activator -4.2, PTHR1 ag -18%, GLP1R inv ag inconclusive, PI5P4K alpha inh 8 and GLP-1R agonist 9%.
`COC(=O)c1ccc(CSC2=NC[C@@H]3[C@@H]4C(=O)N(C)C(=O)[C@@H]4[C@](Cc4ccccc4)(C(=O)OC)N23)cc1` gave PLK1 PBD inh -6%, HEK293 tox 0%, EPAC1 ag -6%, EPAC1 antagonist -10%, IL2 activator -0.4, PTHR1 ag -46%[inhibitor], GLP1R inv ag 39%[activator], PI5P4K alpha inh -12 and GLP-1R agonist 4%.
COc1cccc(N2CCN(C(=O)CCCCCNc3nc(=S)[nH]c4ccccc34)CC2)c1 was read as PLK1 PBD inh 0%, HEK293 tox inconclusive, EPAC1 ag -1%, EPAC1 antagonist -5%, IL2 activator -5.1, PTHR1 ag -42%[inhibitor], GLP1R inv ag inconclusive, PI5P4K alpha inh 0 and GLP-1R agonist -5%.
O=C(NC1CCCCC1)c1ccc([N+](=O)[O-])cc1 was read as PLK1 PBD inh 3%, HEK293 tox -3%, EPAC1 ag -1%, EPAC1 antagonist 1%, IL2 activator 0.6, PTHR1 ag inactive, GLP1R inv ag 4%, PI5P4K alpha inh 2 and GLP-1R agonist 3%.
For O=C1CC(Cc2ccc(Br)cc2)C(=O)N1c1ccccc1 (stereo not drawn) the results were PLK1 PBD inh -13%, HEK293 tox 7%, EPAC1 ag 12%, EPAC1 antagonist -11%, IL2 activator 0.0, PTHR1 ag -92%, GLP1R inv ag inconclusive, PI5P4K alpha inh -4 and GLP-1R agonist 7%.
For CCOC(=O)CNC(=O)c1cccnc1Oc1ccc(Cl)cc1 the results were PLK1 PBD inh 3%, HEK293 tox -10%, EPAC1 ag 4%, EPAC1 antagonist -4%, IL2 activator -0.7, PTHR1 ag -9%, GLP1R inv ag 39%[activator], PI5P4K alpha inh -4 and GLP-1R agonist 6%.
Oc1ccc(Br)cc1CNc1cccc2cccnc12 was read as PLK1 PBD inh -16%, HEK293 tox -16%, EPAC1 ag 10%, EPAC1 antagonist 12%, IL2 activator -0.2, PTHR1 ag -76%[inhibitor], GLP1R inv ag inconclusive, PI5P4K alpha inh 6 and GLP-1R agonist 15%.
Screening O=S(=O)(Nc1ccc(-n2cccc2)cc1)c1ccc(Cl)c(Cl)c1 returned PLK1 PBD inh -11%, HEK293 tox -20%, EPAC1 ag 4%, EPAC1 antagonist -15%, IL2 activator 0.0, PTHR1 ag -32%[inhibitor], GLP1R inv ag inconclusive, PI5P4K alpha inh 13 and GLP-1R agonist 2%.

Entries above that contain fluorine (two):
CCC(=O)c1ccc(N2CCN(C(=O)c3ccc(F)cc3)CC2)c(F)c1 was read as PLK1 PBD inh 2%, HEK293 tox -4%, EPAC1 ag 4%, EPAC1 antagonist 3%, IL2 activator -1.1, PTHR1 ag -14%, GLP1R inv ag inconclusive, PI5P4K alpha inh -3 and GLP-1R agonist -1%.
CCOC(=O)C(NCc1ccc(OC)cc1)(NC(C)=O)C(F)(F)F (stereo not drawn) was read as PLK1 PBD inh -2%, HEK293 tox -14%, EPAC1 ag -1%, EPAC1 antagonist 6%, IL2 activator -1.1, PTHR1 ag inactive, GLP1R inv ag 2%, PI5P4K alpha inh 1 and GLP-1R agonist -2%.

High-throughput results (PubChem BioAssay)
